SKKanGAS inh: SKKanGAS growth inhibition; S. pyogenes SKKanGAS, kanamycin growth, BacTiter-Glo, 6 h; inhibition, % at 7.5 µM; 300,000 tested, 1.3% active; AID 1662;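 active means mean replicate score, as percent of positive control median, at least 50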;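 further: strain carries kanamycin resistance gene driven by streptokinase promoter and grows in 40 µg/ml kanamycin; loss of luminescence reflects streptokinase promoter inhibition or plain growth inhibition; 0% = median of DMSO wells and 100% = positive control at its reference dose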
TRPC4 block: blocks the mouse TRPC4 cation channel; B-score at 10 µM; HEK293 TRPC4beta/mu-opioid, DAMGO-evoked Fluo4 calcium flux; active compounds read low; 300,000 tested, 0.39% active; Q9QUQ5; AID 2247;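 active means B-score over 3 SD under the library average, no early fluorescence shift, positive overall ratio signal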
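material = TRPC4beta/mu-opioid receptor HEK293 cell line | probe or stimulus = sequential submaximal and maximal DAMGO stimulation | compound dosing = one concentration per compound | measured by = Fluo4 Ca2+ flux fluorescence | evaluation = integrated fluorescence ratio relative to baseline, converted to per-well B score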
MrgX1 antagonist: human MrgX1 receptor antagonism, primary screen | 310,000 tested, 1.3% active | MRGX1-HEK293 calcium flux, Fluo-4, BAM8-22 antagonism; active compounds read low | Q96LB2 | B-score at 10 µM;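 active means calcium-response B-score plate-corrected more than 3 library SD below zero, starting fluorescence within 5 deviations, no agonist response on first addition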;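 further: peak minus trough fluorescence over baseline after final BAM8-22 challenge near maximal dose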
MrgX1 PAM: allosterically activates human MrgX1 receptor signaling. Q96LB2. MrgX1-HEK293, Fluo-4 calcium flux, FDSS; active compounds read high. B-score at 10 µM. 310,000 tested, 0.63% active. AID 588675;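 active means plate-corrected calcium response at least 3 library SD above typical, normal starting fluorescence, not activating the receptor alone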;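 further: compound read alongside a low EC10 to EC30 dose of BAM8-22 agonist; peak minus trough fluorescence over baseline measured at the second addition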
TRPC4 act: TRPC4 (mouse) channel activation. 310,000 tested, 0.49% active. AID 2237. B-score at 10 µM. HEK293 TRPC4beta/mu-opioid, Fluo4 calcium fluorescence; active compounds read high;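 active means B-score above 5 SD of library B-scores, and initial fluorescence ratio not above library mean plus 5 SD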;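 further: positive B-score marks a calcium rise read as TRPC4 activation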
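Assay system: HEK293 cells stably co-expressing mouse TRPC4beta and mu-opioid receptor / Timing: Fluo4 dye loading 45 min at room temperature, 110 s recording / Signal: Fluo4 calcium-sensitive dye fluorescence, kinetic, 1 Hz baseline / Read-out: integrated baseline-normalised fluorescence ratio, converted to per-well B score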
TMEM16A act: mouse TMEM16A channel activation, primary screen | Q8BHY3 | HEK293 TMEM16A/YFP-H148Q/I152L, iodide quench fluorescence; active compounds read low | B-score at 10 µM | 340,000 tested, 0.3% active;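 active means fluorescence-ratio B-score plate-corrected deviation score at least 3 library SD below zero, with starting fluorescence score within 5 deviations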;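 further: channel opened by trigger with iodide after compound preincubation; score built on the fluorescence ratio of max minus min over baseline; more negative score means more quench and so TMEM16A activation or potentiation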
MrgX1 agonist: agonists of human MrgX1 receptor; Q96LB2; MrgX1-HEK293 cells, Fluo-4 calcium fluorescence, agonist mode; active compounds read high; B-score at 10 µM; 310,000 tested, 0.44% active;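 active means calcium response B-score plate-corrected fluorescence ratio at least 3 library SD, with starting fluorescence B-score inside 5 SD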
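System: HEK293 cells stably expressing human MrgX1 receptor; Dosing: test compound in the initial addition of three; Schedule: overnight plating, then 30 min 37 °C plus 30 min room-temperature dye loading; Detection: kinetic calcium dye fluorescence, Fluo-4 NW; Controls: per-plate positive and negative controls for Z′ factor.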
TRPC6 inh: inhibitors of mouse TRPC6 channel; AID 2553; 310,000 tested, 1.1% active; B-score at 10 µM; HEK293-TRPC6, membrane potential dye, ACh-evoked depolarization; active compounds read low; Q61143;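 active means B-score under library mean minus 3 SD, initial fluorescence not abnormally high, positive integrated signal ratio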;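 further: B-score derived from integrated fluorescence ratio over the kinetic read; more negative B-score means stronger inhibition of depolarization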
Target sequence (Q61143 whole entry, looked up): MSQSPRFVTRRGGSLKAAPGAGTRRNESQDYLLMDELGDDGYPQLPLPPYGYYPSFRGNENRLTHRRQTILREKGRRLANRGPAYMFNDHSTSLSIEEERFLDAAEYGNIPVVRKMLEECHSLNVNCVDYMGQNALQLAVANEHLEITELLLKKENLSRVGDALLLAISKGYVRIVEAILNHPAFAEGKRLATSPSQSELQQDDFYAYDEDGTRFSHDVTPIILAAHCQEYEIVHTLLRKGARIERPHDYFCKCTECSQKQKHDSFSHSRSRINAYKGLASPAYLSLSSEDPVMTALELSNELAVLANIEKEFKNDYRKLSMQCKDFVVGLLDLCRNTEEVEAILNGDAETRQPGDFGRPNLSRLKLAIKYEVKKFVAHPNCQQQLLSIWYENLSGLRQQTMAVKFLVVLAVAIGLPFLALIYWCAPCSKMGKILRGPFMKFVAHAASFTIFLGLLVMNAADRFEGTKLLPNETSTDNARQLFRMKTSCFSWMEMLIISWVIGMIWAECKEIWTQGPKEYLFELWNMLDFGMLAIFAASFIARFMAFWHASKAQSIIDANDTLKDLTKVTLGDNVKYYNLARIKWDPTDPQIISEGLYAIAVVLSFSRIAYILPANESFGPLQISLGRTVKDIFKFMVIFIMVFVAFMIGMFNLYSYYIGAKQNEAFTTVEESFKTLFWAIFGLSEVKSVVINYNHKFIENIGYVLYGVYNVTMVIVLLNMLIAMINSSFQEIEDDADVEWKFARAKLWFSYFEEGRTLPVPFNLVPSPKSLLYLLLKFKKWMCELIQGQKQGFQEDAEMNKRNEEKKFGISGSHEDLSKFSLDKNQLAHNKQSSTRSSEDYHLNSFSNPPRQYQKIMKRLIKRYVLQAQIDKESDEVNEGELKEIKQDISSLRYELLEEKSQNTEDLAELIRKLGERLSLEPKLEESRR
TRPC4 PAM: TRPC4 (mouse) allosteric potentiation; B-score at 10 µM; HEK293 TRPC4beta/mu-opioid, DAMGO EC20, Fluo-4 Ca2+ flux; active compounds read high; 310,000 tested, 0.42% active;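 active means B-score of calcium response area above 5 SD of library B-scores, with initial fluorescence ratio within 5 SD of library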;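 further: B-score of integrated fluorescence ratio over time as area under calcium response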
TRPC6 act: activates the mouse TRPC6 cation channel; Q61143; HEK293-TRPC6 membrane potential dye fluorescence; active compounds read high; B-score at 10 µM; 310,000 tested, 0.13% active; AID 2550;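 active means B-score of the integrated fluorescence ratio above library mean plus 3 SD, and starting fluorescence ratio within library mean plus 5 SD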;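 further: higher score means more depolarization so channel activation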
ANO1 block: mouse TMEM16A channel inhibition, primary screen; Q8BHY3; HEK293 TMEM16A/YFP iodide influx fluorescence, ionomycin; normalized B-score (activity score, 25-100; higher = stronger inhibition) at 10 µM; 310,000 tested, 1.2% active; AID 588511;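 active means ratio plate-corrected score three or more library SD toward inhibition, starting fluorescence score within five deviations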;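 further: score derived from kinetic fluorescence span divided by baseline fluorescence per well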
* marks the source's active call; other numbers are inactive results; i = inactive; / = not tested or not shown.

SMILES	SKKanGAS inh	TRPC4 block	MrgX1 antagonist	MrgX1 PAM	TRPC4 act	TMEM16A act	MrgX1 agonist	TRPC6 inh	TRPC4 PAM	TRPC6 act	ANO1 block
CC(C)CC(=O)NC(=S)Nc1ccccc1N1CCCC1	6	i	i	i	i	i	i	i	i	i	i
CCOC(=O)C1=C(CC)Nc2ccccc2N=C1NC(=O)Cn1cnc2ccccc2c1=O	-2	i	i	i	i	i	i	i	i	i	i
CCOc1ccc(N(CC(=O)NCc2ccco2)C(=O)CCC(=O)Nc2ccccn2)cc1	0	i	/	/	i	i	/	i	i	i	/
CC(=O)OCCn1c(=O)c2cc3c(=O)n(CCOC(C)=O)c(=O)c3cc2c1=O	2	i	i	i	i	i	i	i	i	i	i
Cc1ccc(C)n1-n1c(C)nc2sc3c(c2c1=O)CCCCC3	7	i	i	i	i	i	i	i	i	i	i
O=[N+]([O-])c1ccc(S(=O)(=O)Nc2ccc3c(c2)OCCO3)cc1	-2	i	i	i	i	i	i	i	i	i	i
COc1cc(/C=N/Nc2cc(C)nc(NS(=O)(=O)c3ccc(C)cc3)n2)ccc1O	-1	i	/	/	i	i	/	i	i	i	/
Cc1nn(C)c(C)c1S(=O)(=O)N1CCC(C(=O)NC2CCCCCC2)CC1	-3	i	i	i	i	i	i	i	i	i	i
Cc1ccc(S(=O)(=O)Cn2nnnc2C(C(C)C)N2CCc3ccccc3C2)cc1 (stereo not given)	7	i	i	i	i	i	i	i	i	i	i
O=C(NC(Cc1c[nH]c2ccccc12)c1nnc2n1CCCCC2)c1ccc(Cl)cc1 (stereo not given)	2	i	i	i	i	i	i	i	i	i	i
CCOc1ccc(/C(O)=C2/C(=O)C(=O)N(CCN(C)C)C2c2ccccc2)cc1Cl (stereo not given)	-5	i	i	i	i	i	i	i	i	i	i
O=C(C1CCCN(S(=O)(=O)c2ccc(Br)cc2)C1)N1CCOCC1 (stereo not given)	10	i	i	i	i	i	i	i	i	i	i
O=C(CN1CCN(S(=O)(=O)N2CCCCCC2)CC1)Nc1cc(Cl)ccc1Cl	4	i	i	i	i	i	i	i	i	i	i
Cc1nn(Cc2ccccc2)c(N)c1-c1ccccc1	/	/	i	i	/	i	i	/	/	/	i
CCOC(=O)c1c(NC(=O)CCc2ccc(CC)o2)sc(C)c1C	5	i	i	i	i	i	i	i	i	i	i
CSc1ccc(S(=O)(=O)N2CCC(C(=O)N3CCc4ccccc4C3)CC2)cc1	-3	i	i	i	i	i	i	i	i	i	i
O=C(CCNS(=O)(=O)c1cccc2nsnc12)NCc1ccco1	3	i	i	i	i	i	i	i	i	i	i
Cc1cccc(NC(=O)c2cc(-c3cccnc3)nc3c(C)cccc23)n1	-2	i	i	i	i	i	i	i	i	i	i
CCOc1cc(S(=O)(=O)NCc2ccccc2)ccc1Br	-14	i	i	i	i	i	i	i	i	i	i
Cc1cccc(OCC(=O)Nc2ccc(C(=O)NCC(C)C)cc2)c1	-4	i	i	i	i	i	i	i	i	i	i
O=C(N/N=C/c1ccccc1OC(=O)c1ccc2c(c1)OCO2)c1ccccc1	-1	i	i	i	i	i	i	i	i	i	i
CC(c1ccccc1)n1cc(C(=O)NCCN2CCOCC2)nn1 (stereo not given)	13	i	i	i	i	i	i	i	i	i	i
CC1(C)Cc2c(c(N3CCOCC3)nc3sc4c(=O)[nH]cnc4c23)CS1	8	i	i	i	i	i	i	i	i	i	i
c1ccc(CN2CCN(c3nc4ccccc4s3)CC2)cc1	18	i	i	i	i	i	i	i	17*	i	i
CCOCCCn1cnc2c([nH]c3cc(OC)ccc32)c1=O	-3	i	i	i	i	i	i	i	i	i	i
O=C(CSc1nc2ccccc2[nH]1)Nc1c(F)c(F)c(F)c(F)c1F	-2	i	i	i	i	i	i	i	i	i	i
OCCN1CCOCCOCCN(CCO)CCN(CCO)CC1	-9	i	i	i	i	i	i	i	i	i	i
CCCS(=O)(=O)N1CCN(Cc2ccccc2[N+](=O)[O-])CC1	9	i	i	i	i	i	i	i	i	i	i
C/C=C/c1ccc(OCC(=O)N2CCc3cc(OC)c(OC)cc3C2)c(OC)c1	-3	i	i	i	i	i	i	i	i	i	i
COc1ccccc1N1CSC2=C(C#N)C(c3ccc(SC)cc3)CC(=O)N2C1 (stereo not given)	11	i	i	i	i	i	i	i	i	i	i
CCOC(=O)c1cnc(COc2ccc(OC)cc2)[nH]c1=O	1	i	i	i	i	i	i	i	i	i	i
Cc1cc(C=O)c(C)n1-c1ccc2c(c1)OCO2	-2	i	i	i	i	i	i	i	i	i	i
C(=N\N=C\c1ccccn1)/c1ccccn1	-1	i	i	i	i	i	i	i	i	i	i
Cc1ccc(CN(C)S(=O)(=O)c2c(C)noc2/C=C/N(C)C)cc1	1	i	i	i	i	i	i	i	i	i	i
Cc1ccccc1NC(=S)N1CCN(C(=O)c2ccco2)CC1	5	i	i	i	i	i	i	i	i	i	i
O=C(N/C(=C/c1cccnc1)C(=O)N1CCCCCC1)c1cccc(Br)c1	-1	i	i	i	i	i	i	i	i	i	i
COC(=O)C1=C(Nc2ccc(C)cc2)C=C(C)C(C(=O)OC)C1c1cccc(OC)c1 (stereo not given)	-2	i	i	i	i	i	i	i	i	i	i
C/C(CC(=O)Nc1ccc([N+](=O)[O-])cc1)=N\NC(=O)c1ccccc1[N+](=O)[O-]	2	i	i	i	i	i	i	i	i	i	i
O=C(O)CC/C(=N\NC(=O)c1ccccc1Br)c1ccccc1	0	i	i	i	i	i	i	i	i	i	i
O=C(Cc1ccccc1)NCC(=O)N/N=C/c1ccc([N+](=O)[O-])s1	14	i	i	i	i	i	i	i	i	i	i
Cc1ccc(-c2ccc(=O)n(CC(=O)NCCN3CCCCC3C)n2)cc1 (stereo not given)	11	i	i	i	i	i	i	i	i	i	i
C=CCNC(=S)N1CCN(c2ccccc2Cl)CC1	-1	i	i	i	i	i	i	i	i	i	i
CSc1ccccc1NC(=S)N/N=C/c1cccn1Cc1ccc(F)cc1	44	i	i	i	i	i	i	i	i	i	i
O=C(CCCCCN1C(=O)[C@@H]2Cc3ccccc3CN2C1=O)N[C@@H](Cc1ccc(O)cc1)C(=O)O	1	i	i	i	i	i	i	i	i	i	i
O=C1CC(C(=O)O)(c2ccccc2)c2cccc(F)c21 (stereo not given)	1	i	i	i	i	i	i	i	i	i	i
CC(=O)NC(CCS(C)(=O)=O)C(=O)Nc1cccc(C)c1 (stereo not given)	-4	i	i	i	i	i	i	i	i	i	i
Brc1ccc(-c2nnc3ccc(N4CCN(c5ccccc5)CC4)nn23)cc1	-7	i	i	i	i	i	i	i	i	i	i
O=C(CNC(=S)NC(=O)c1ccccc1Br)c1ccccc1	-4	i	i	i	i	i	i	i	i	i	i
Clc1cccc(CNCCCSc2ncccn2)c1	/	i	i	i	i	i	i	i	i	i	i
CC(C)c1csc(CN2CCN(CCc3ccccc3)C(CCO)C2)n1 (stereo not given)	8	i	i	i	i	i	i	i	i	i	i
O=C(Nc1cccc(N=Cc2cc(Cl)cc(Br)c2O)c1)c1ccco1	9	i	i	i	i	i	i	i	i	i	i
O=C(Nc1cccc2ncccc12)c1cccc(F)c1	0	i	i	i	i	i	i	i	i	i	i
CCC(C)(C)NC(=O)C(OC(=O)c1ccco1)c1ccc(OC)cc1 (stereo not given)	16	i	i	i	i	i	i	i	i	i	i
c1ccc(-n2nnc(-c3cccnc3)n2)cc1	2	i	i	i	i	i	i	i	i	i	i
O=C(O)CCn1c(C(=O)O)cc2sccc21	0	i	i	i	i	i	i	i	i	i	i
O=C(CCNC(=O)c1ccc(Br)cc1)Nc1ncccc1O	3	i	i	i	i	i	i	i	i	i	i
O=C(Nc1cccnc1)c1cc(-c2ccc(Br)cc2)nc2ccccc12	15	i	i	i	i	i	i	i	i	i	i
CC(C)(CO)Nc1nc(N2CCCC2)nc(N2CCCC2)n1	3	i	i	i	i	i	i	i	i	i	i
COc1ccc(NC(=O)CSc2nc3ccncc3[nH]2)c(OC)c1	1	i	i	i	i	i	i	i	i	i	i
CC(C)(C)c1cc(C2=CSC3=NCCN23)cc(C(C)(C)C)c1O	0	i	i	i	i	i	i	i	i	i	i
(list continues)
SMILES	SKKanGAS inh	TRPC4 block	MrgX1 antagonist	MrgX1 PAM	TRPC4 act	TMEM16A act	MrgX1 agonist	TRPC6 inh	TRPC4 PAM	TRPC6 act	ANO1 block
Cn1cc(CN2CCC(n3nccc3NC(=O)CCc3ccccc3)CC2)cn1	12	i	i	i	i	i	i	i	i	i	i
CCCCn1c(SCC(=O)NCc2ccco2)nc2ccccc2c1=O	-5	i	i	i	i	i	i	i	i	i	i
O=C(OCc1nc2ccccc2[n+]([O-])c1C(=O)c1ccccc1)c1ccco1	4	i	i	i	i	i	i	i	i	i	i
CC(C)CC(=O)Nc1ccc(S(=O)(=O)Nc2nccs2)cc1	-2	i	i	i	i	i	i	i	i	i	i
COc1ccc(CCN2CC(C(=O)N(C)CC(=O)Nc3cccc(F)c3)CC2=O)cc1OC (stereo not given)	-1	i	i	i	i	i	i	i	i	i	i
c1ccc(-c2nnnn2-c2ccccc2)cc1	-2	i	i	i	i	i	i	i	i	i	i
Cc1ccc(C(=O)NN2C(=O)C3C(C2=O)C2C=CC3C23CC3)cc1 (stereo not given)	-3	i	i	i	i	i	i	i	i	i	i
OC(CNC1Cc2ccccc2C1)c1ccccc1 (stereo not given)	-1	i	i	i	i	i	i	i	i	i	i
CCOC(=O)N1CCN(CCC(=O)Nc2ccc(OC)cc2OC)CC1	-3	i	i	i	i	i	i	i	i	i	i

Reformatted as comma-separated lines: part of the list above
SMILES,SKKanGAS inh,TRPC4 block,MrgX1 antagonist,MrgX1 PAM,TRPC4 act,TMEM16A act,MrgX1 agonist,TRPC6 inh,TRPC4 PAM,TRPC6 act,ANO1 block
OC(CNC1Cc2ccccc2C1)c1ccccc1 (stereo not given),-1,i,i,i,i,i,i,i,i,i,i
CCOC(=O)N1CCN(CCC(=O)Nc2ccc(OC)cc2OC)CC1,-3,i,i,i,i,i,i,i,i,i,i
